# Screening data: PubChem, several laboratories
# CAL PDZ FP-1 – untagged CAL PDZ binding inhibitors, primary screen, biochemical, fluorescence polarization, HTS. Golgi-associated PDZ and coiled-coil motif-containing protein (Homo sapiens), Q9HD26. purified CAL PDZ, TMR-peptide fluorescence polarization, 1 h. inhibition, % at 24.9 µM. 0.92% of 300,000 active. AID 602252, 2012;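 active = mean inhibition of at least 30% with at least half of replicates also reaching 30%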;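 note: 0% = DMSO neutral control and 100% = excess unlabeled competitor peptide PRC23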
# V-ATPase pH – regulators of yeast V-ATPase proton pumping, primary screen, pHLuorin cytosolic pH fluorescence | S. cerevisiae | response, % at 10 µM | 0.37% of 350,000 active | AID 504577, 2011; in the data active = response mostly above about 7.3%, no sharp cut-off; inactive = mostly below about 5.4%; note: actives read high; inactives centre near 0; some compounds called inactive have numbers as strong as hits
# DAGLB inhibitor – DAGLB lipase inhibitors, primary screen, biochemical, fluorescence, HTS | 0.059% of 340,000 active | AID 504411, 2011 | inhibition, % at 5.17 µM | HEK293T DAGLB membrane lysate, EnzChek fluorogenic substrate | Diacylglycerol lipase-beta (Homo sapiens), Q8NCG7; in the data active = inhibition above about 34%;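 note: 0% = enzyme with vehicle and 100% = wells lacking enzyme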
# Target sequence (Q8NCG7 whole entry, looked up): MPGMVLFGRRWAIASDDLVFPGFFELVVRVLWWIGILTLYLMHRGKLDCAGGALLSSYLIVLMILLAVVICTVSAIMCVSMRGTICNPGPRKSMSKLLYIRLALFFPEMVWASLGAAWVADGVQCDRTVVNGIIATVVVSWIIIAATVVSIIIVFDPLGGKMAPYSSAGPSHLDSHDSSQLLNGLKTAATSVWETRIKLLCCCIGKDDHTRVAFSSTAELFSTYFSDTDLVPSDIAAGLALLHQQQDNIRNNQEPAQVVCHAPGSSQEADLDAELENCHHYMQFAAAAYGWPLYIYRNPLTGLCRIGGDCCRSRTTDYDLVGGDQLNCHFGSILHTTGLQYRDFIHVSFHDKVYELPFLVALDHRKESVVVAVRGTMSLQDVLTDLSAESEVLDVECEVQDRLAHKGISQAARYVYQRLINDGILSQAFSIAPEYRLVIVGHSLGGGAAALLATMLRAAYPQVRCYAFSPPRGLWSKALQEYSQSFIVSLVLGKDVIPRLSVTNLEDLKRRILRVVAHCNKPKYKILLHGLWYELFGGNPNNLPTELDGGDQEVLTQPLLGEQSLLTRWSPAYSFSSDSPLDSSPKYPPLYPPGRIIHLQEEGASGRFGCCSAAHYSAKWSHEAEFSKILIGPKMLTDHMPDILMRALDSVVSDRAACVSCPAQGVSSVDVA
# NSD2 HMT inh – NSD2 histone methyltransferase inhibitors, primary screen, biochemical, AlphaScreen, single concentration, set 2. Histone-lysine N-methyltransferase NSD2 (Homo sapiens), O96028. NSD2 peptide methylation, 120 min. AID 743445, 2014. 0.54% of 310,000 active. inhibition, % at 12.5 µM; in the data active = inhibition above about 50%
# C-LANA FP – inhibitors of KSHV C-LANA binding to DNA, primary screen, biochemical, fluorescence polarization, FAM-LBS DNA, MBP-C-LANA, single point | inhibition, % at 9 µM | Kaposi's sarcoma herpesvirus LANA C-terminal domain (residues 932-1162) DNA binding | 0.078% of 340,000 active | AID 504423, 2011;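 active = highest replicate inhibition at or above 60% at 9 µM, even if other replicates fall short; inactive = all replicates below 60% inhibition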;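 note: 0% = neutral control wells and 100% = 4 µM acridine orange control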
# Pemphigus Ab inh – inhibitors of pemphigus antibody binding to DSG3, primary screen, biochemical, bead-based, flow cytometry, scFv-GFP. 0.48% of 310,000 active. DSG3-coupled beads, scFv-anti-DSG3-GFP binding; hits give low values. binding (percent of control), % at 10 µM. AID 588358, 2011;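 active = binding more than 3 SD below its plate's average and above zero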;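 note: hits lower antibody fragment binding to DSG3; some compounds called inactive have numbers as strong as hits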
# Keap1-Nrf2 PPI – Keap1-Nrf2 protein-protein interaction inhibitors, primary screen, biochemical, fluorescence polarization, single point; AID 504523, 2011; Keap1 Kelch-Nrf2 peptide fluorescence polarization, 1536-well; 0.15% of 340,000 active; Kelch-like ECH-associated protein 1 (Homo sapiens), Q14145; inhibition, % at 9.4 µM; in the data active = inhibition above about 12%;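 note: human Keap1 Kelch domain with fluorescein labeled Nrf2 9mer peptide probe; 0% = neutral control wells and 100% = peptide positive control; higher means more block of Keap1 binding to Nrf2 peptide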
# Arrestin-AP2 inh – inhibitors of beta-arrestin/AP2 binding, primary screen, biochemical, GPCR trafficking, flow cytometry; beta-arrestin 1 C-terminal peptide binding to AP2 beta2-adaptin appendage (human); FITC-arrestin peptide / GST-AP2 beads; AP2 beta2 appendage carries R879A mutation; inhibition, % at 10 µM; 0.31% of 340,000 active; AID 504490, 2011;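 active = inhibition above a set limit, near 3 SD of compounds lacking own fluorescence, cut at about 54% in these data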;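 note: plate controls were DMSO wells for no effect and 5 µM unlabelled arrestin peptide for full effect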
#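 Measured by: flow cytometry, FL1 (488/535 nm); Material: AP2 appendage R879A on GSH beads; Evaluation: percent response; Timing: pre-incubation 12 min, peptide binding 1 h, room temperature; Also added: 50 nM FITC-arrestin peptide; Medium: PBS with 0.05% Tween 20 and 0.1% BSA.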
# Cardiac RTF inh – cardiac RTF calcium sensitivity inhibitors, primary screen, biochemical, IANBD-TnC fluorescence, EC70 calcium | Troponin I, cardiac muscle (Homo sapiens) + Troponin T, cardiac muscle (Homo sapiens) + … | IANBD-labeled cardiac RTF, Ca2+ fluorescence | inhibition, % at 7.15 µM | 0.12% of 340,000 active | AID 493244, 2011;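 active = inhibition above the mean inhibition of all tested compounds plus 3 SD, cut at about 17% in these data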;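 note: assay run at fixed EC70 calcium of 1.6 mM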
# CAL PDZ FP-2 – CAL PDZ peptide-binding inhibitors, primary screen, biochemical, fluorescence polarization, Cer-tagged CAL PDZ, HTS; Golgi-associated PDZ and coiled-coil motif-containing protein (Homo sapiens), Q9HD26; purified CAL PDZ, TMR-peptide fluorescence polarization, 1 h; inhibition, % at 20 µM; 0.02% of 330,000 active; AID 504414, 2011;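 active = highest replicate inhibition of at least 40%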;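 note: plate controls were DMSO neutral control wells for no effect and unlabeled competitor peptide control wells for full effect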
#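 Read-out basis: mP drop reported as inhibition | Assay system: Tagged CAL PDZ protein CerCALP, purified | Benchmarks: Unlabelled peptide for full inhibition, DMSO wells as neutral | Schedule: 1 h incubation at room temperature before polarization reading | Buffer or medium: Sodium phosphate/NaCl buffer pH 7.4 with TCEP, IgG, Thesit | Doses: Single point, 20 µM | Measured by: Fluorescence polarization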
# The depositor's hits bear a star; x = not tested or not shown. These rows are one share of the data; count on the stated rates, not on these rows.
SMILES,CAL PDZ FP-1,V-ATPase pH,DAGLB inhibitor,NSD2 HMT inh,C-LANA FP,Pemphigus Ab inh,Keap1-Nrf2 PPI,Arrestin-AP2 inh,Cardiac RTF inh,CAL PDZ FP-2
CCOc1ccc(N2CC(C(=O)OC)CC2=O)cc1 (configuration not stated),-5,-2,-3,-1,-1.2,106,1,-5,-1,-0.3
COc1ccc(OCC(O)Cn2c(=N)n(CCN3CCOCC3)c3ccccc32)cc1 (configuration not stated),-4,-2,0,x,-1.3,104,-1,10,-9,x
COc1ccc(CNC(=O)c2c(C)cc(=O)oc2C)cc1OC,-1,0,-1,1,2.8,113,-1,-3,-13,-0.9
O=C(OCCc1ccccn1)c1cccc([N+](=O)[O-])c1,-2,-1,3,x,-0.5,x,-3,28,-8,-1.3
CC(=O)c1ccc(N2CCN(C(=O)CNS(=O)(=O)c3ccc4c(c3)OCCCO4)CC2)c(F)c1,-5,0,0,-1,-1.3,112,-1,9,-7,-3.3
CC1(C)SC[C@H](C(=O)Nc2cccc(Cl)c2)N1C=O,-4,-1,0,-2,-1.0,108,4,2,0,-1.4
O=C1C2C(c3ccccc3)C=CC(c3ccccc3)C2C(=O)N1c1ccccn1 (configuration not stated),-2,-4,-2,-3,0.8,x,-9,9,-16,0.2
COc1ccc(-c2nc(N)ncc2-c2ccccc2)c(O)c1,8,4,-3,0,1.9,93,-1,31,2,1.3
COc1ccc(CCN(Cc2cccs2)S(=O)(=O)c2ccc(C(=O)O)cc2)cc1OC,-1,-2,3,-3,-2.2,97,-3,-1,4,-1.6
Cc1nc2cc(-c3ccccc3)nn2c(C)c1CCC(=O)NC(C)c1ccc2c(c1)OCCO2 (configuration not stated),x,1,-4,x,1.0,103,-3,7,-5,-1.3
O=C(NC1CCCCC1)N(C1=NCCCCC1)c1ccc(Br)cc1,-2,-1,3,-3,0.6,135,-2,0,0,0.0
CN1OC[C@@H]2CN(C(=O)CCc3ccccc3)[C@H](c3cccc(N4CCOCC4)c3)C[C@@H]21,-8,-3,-3,x,1.1,104,0,8,-11,0.9
CC(=O)c1ccccc1NC(=O)COc1ccc(N(C)S(=O)(=O)c2ccc(C)c(C)c2)cc1,0,2,-12,2,-2.9,x,2,15,-8,0.0
CC(NC(=O)c1ccc(Br)cc1)c1ccccc1 (configuration not stated),-3,2,1,-4,-1.1,100,4,24,8,-0.6
CCOc1ccc(C(=O)Cc2ccc3oc(C(=O)O)cc3c2)c(O)c1,-5,0,2,-2,-1.2,107,-1,8,-6,-0.4
CC(NC(=O)C1CCC(C(C)(C)C)CC1)C(c1ccccc1)N1CCOCC1 (configuration not stated),-5,2,-4,-2,-1.5,98,0,1,6,-2.7
CCNC(=S)NNC(=O)CCn1cc(C)cn1,-1,1,2,-2,0.0,105,-7,-1,12,-2.5
CC(SCc1ccccc1)C(=O)Nc1ccccc1-c1ccccc1 (configuration not stated),-3,7,-10,-9,0.7,x,-5,2,-26,-1.7
C=CCc1cccc2cc(C(=O)N(CC)CC)c(=O)oc12,-1,2,0,4,-1.6,x,-3,1,-8,-5.1
Cc1cc(=O)oc2cc(OCC3CC(c4ccccc4Cl)=NO3)ccc12 (configuration not stated),-3,-1,-17,0,-1.8,105,-5,2,-5,-0.9
CN(C)S(=O)(=O)n1cnc([C@H]2c3c(ncn3Cc3ccccc3)C[C@H]3COC(=O)[C@@H]32)c1,4,1,-2,x,3.1,93,-2,-12,-4,0.3
CCSc1nnc(NC(=O)C(Cc2ccccc2)n2cccc2)s1 (configuration not stated),x,-3,-1,x,0.1,97,-4,-5,-4,-1.5
CNC(=O)c1sc(-c2ccccc2)nc1C,-2,-3,2,-5,-1.8,101,4,17,-18,0.3
Cc1cccc[n+]1CC(=O)N1c2ccccc2Sc2ccccc21,2,0,-1,-3,-1.0,95,-2,5,4,0.2
CCOc1ccccc1C(=O)NCC(=O)OCC(=O)c1c(N)n(C)c(=O)n(C)c1=O,-7,0,0,1,-0.5,100,0,39,-8,0.1
O=C(CCCn1c(=O)[nH]c2ccsc2c1=O)N1CCCCC1,0,-4,0,-1,0.0,x,-6,-5,10,0.2
CC1CCN(S(=O)(=O)c2ccc(NC(=O)N3c4ccccc4Sc4ccccc43)cc2)CC1,-1,-5,-4,x,-1.2,92,2,7,3,-1.8
COc1ccc(/C=N/NC(=O)C2C(C=C(Cl)Cl)C2(C)C)c(OC)c1 (configuration not stated),2,-3,5,-6,1.2,100,1,-17,-7,-1.1
COc1ccccc1NS(=O)(=O)c1cccc(C(=O)NNC(=O)C(C)NC(=O)c2ccco2)c1 (configuration not stated),2,-4,0,-1,-0.1,100,2,-8,-4,0.4
COc1ccc(CCNC(=O)Cn2cccc2C(=O)c2ccccc2)c(OC)c1,-4,-2,-4,0,0.4,99,-1,-14,-4,-5.9
NC(=O)C1(c2ccccc2)CCC(=O)N1c1ccccc1 (configuration not stated),x,2,-6,11,-1.3,107,-7,-1,0,-0.2
CCN(CC)CCCNC(=O)c1ccc(C)c(NC(=O)C2=C(C)OCCS2)c1,-4,-1,2,12,-0.4,96,0,18,-5,0.5
COc1c(Cl)cccc1-c1cn2ccccc2n1,-8,3,-2,-2,-2.1,111,3,-14,-1,-8.7
Cc1c(C)n(CCCN(C)C)c2ncnc(Nc3ccccc3)c12,-2,0,-2,5,-3.7,102,-4,10,-7,-0.1
CCc1cccc(C)c1NC(=O)CSc1nc(-c2ccccc2F)nc2nc[nH]c12,-3,0,-1,-1,-0.3,100,-3,1,-4,-0.7
Cc1ccc(S(=O)(=O)NCC(=O)NCc2ccncc2)cc1,-1,2,-2,-1,0.4,x,-6,35,-5,-0.7
CCn1c(CSCc2ccc(C)cc2)nnc1SCC(=O)N1CCN(c2ccccc2)CC1,-1,0,4,-5,-1.0,123,-4,12,-16,1.3
COc1ccc(OCCSc2nnc(CCNC(=O)c3ccc(OC)cc3)n2C)cc1,-3,-5,-3,-1,0.1,107,-6,10,4,x
COc1ccc(Cn2nnnc2CN2CCC(c3nc4ccccc4s3)CC2)cc1,x,6,1,x,-0.2,98,1,15,-5,-1.0
Cc1ccc(-n2[nH]c(C)c(/C=N/N3C(=O)c4cccc5cccc(c45)C3=O)c2=O)cc1,3,-1,x,3,0.6,97,-2,5,x,-0.1

# Sorted by formula weight (falling): 3 of the compounds above.
SMILES,CAL PDZ FP-1,V-ATPase pH,DAGLB inhibitor,NSD2 HMT inh,C-LANA FP,Pemphigus Ab inh,Keap1-Nrf2 PPI,Arrestin-AP2 inh,Cardiac RTF inh,CAL PDZ FP-2
COc1ccccc1NS(=O)(=O)c1cccc(C(=O)NNC(=O)C(C)NC(=O)c2ccco2)c1 (configuration not stated),2,-4,0,-1,-0.1,100,2,-8,-4,0.4
Cc1ccc(-n2[nH]c(C)c(/C=N/N3C(=O)c4cccc5cccc(c45)C3=O)c2=O)cc1,3,-1,x,3,0.6,97,-2,5,x,-0.1
Cc1c(C)n(CCCN(C)C)c2ncnc(Nc3ccccc3)c12,-2,0,-2,5,-3.7,102,-4,10,-7,-0.1

# Pulled by compound from the entries so far (3):
SMILES,CAL PDZ FP-1,V-ATPase pH,DAGLB inhibitor,NSD2 HMT inh,C-LANA FP,Pemphigus Ab inh,Keap1-Nrf2 PPI,Arrestin-AP2 inh,Cardiac RTF inh,CAL PDZ FP-2
COc1ccccc1NS(=O)(=O)c1cccc(C(=O)NNC(=O)C(C)NC(=O)c2ccco2)c1 (configuration not stated),2,-4,0,-1,-0.1,100,2,-8,-4,0.4
Cc1ccc(S(=O)(=O)NCC(=O)NCc2ccncc2)cc1,-1,2,-2,-1,0.4,x,-6,35,-5,-0.7
Cc1cccc[n+]1CC(=O)N1c2ccccc2Sc2ccccc21,2,0,-1,-3,-1.0,95,-2,5,4,0.2

# Additional entries.
SMILES,CAL PDZ FP-1,V-ATPase pH,DAGLB inhibitor,NSD2 HMT inh,C-LANA FP,Pemphigus Ab inh,Keap1-Nrf2 PPI,Arrestin-AP2 inh,Cardiac RTF inh,CAL PDZ FP-2
CCN(CC)CCNc1ccnc2cc(Cl)ccc12,-1,-2,1,45,-1.4,130,-4,-6,1,-2.4
O=C(O)CCC(=O)Nc1cc(C(F)(F)F)cc(C(F)(F)F)c1,1,6,1,0,-1.4,109,-4,2,-9,0.5
CCOc1ccc(N2CC(C(=O)NC3CCCC3)CC2=O)cc1 (configuration not stated),-4,1,0,-3,0.4,91,1,0,-2,-1.9
Cn1cc(C(=O)c2ccc(Cl)cc2Cl)cc1C(=O)N/N=C(\N)COc1ccccc1,2,-1,4,5,-1.0,x,3,1,-2,-2.0
CCCNC(=S)N1CCC(NC(=O)C23CC4CC(CC(C4)C2)C3)CC1,-1,2,2,-1,-0.9,96,-8,3,6,-1.9
CC(C)(C)NC(=O)C(c1ccc(OCC(N)=O)cc1)N(C(=O)c1cccnc1)C1CC1 (configuration not stated),1,-3,1,x,-0.3,100,-3,0,-9,-1.6
COCCn1c(SCC(=O)Nc2ccc3c(c2)CCC3)nc2ccccc2c1=O,1,3,-1,-5,-1.1,87,-5,5,5,-1.9
Cc1c(NC(=O)c2coc(=O)c(Br)c2)c(=O)n(-c2ccccc2)n1C,-3,7,-1,-11,1.4,93,-5,-1,-17,0.3
